PHOSPHO1 block = PubChem AID 1565. recombinant PHOSPHO1, absorbance phosphatase assay. inhibition, % at 13.3 µM. hit rate 1.1% among 290,000; in the data active = inhibition above about 60%
Target sequence (Q8TCT1 whole entry, looked up): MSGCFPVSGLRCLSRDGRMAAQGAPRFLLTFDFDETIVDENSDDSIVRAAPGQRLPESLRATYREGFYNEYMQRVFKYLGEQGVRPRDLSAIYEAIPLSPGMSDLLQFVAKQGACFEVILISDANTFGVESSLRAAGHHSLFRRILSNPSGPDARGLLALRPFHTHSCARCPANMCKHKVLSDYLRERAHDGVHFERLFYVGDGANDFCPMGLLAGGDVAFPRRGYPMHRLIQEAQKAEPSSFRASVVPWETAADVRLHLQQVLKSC
GPR7 antag = GPR7 receptor antagonists, primary screen, cell-based, fluorescence, single concentration. hit rate 1.1% among 290,000. inhibition, % at 4.4 µM. GPR7-expressing cells, fluorescence antagonist assay. Neuropeptides B/W receptor type 1 (Homo sapiens), P48145; in the data active = inhibition above about 16%, passing the limit was not always enough;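 note: cells stimulated with the agonist NPW; 0% = agonist with vehicle and 100% = vehicle without agonist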
OXTR ag = human OXTR agonists, primary screen, fluorescence, CHO-OTR cells, Fluo-8 calcium. Oxytocin receptor (Homo sapiens), P30559. Fluo-8 calcium fluorescence; normalized: DMSO 0%, oxytocin 100%. activation, % at 3 µM. hit rate 0.32% among 320,000. AID 2435, 2010;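 active = activation above the mean of all tested compounds plus 3 SD, cutoff set per screening run, cut at about 20% in these data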;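 note: peak over basal fluorescence ratio from a 100 s FLIPR kinetic read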
NALP1 inh = NALP1 inflammasome inhibitors in reconstituted yeast, colorimetric, S. cerevisiae, triplicate retest; S. cerevisiae NALP1/ASC/caspase-1 growth, X-gal OD620, 72 h; inhibition, % at 10 µM; hit rate 0.61% among 280,000; in the data active = inhibition mostly above about 24%, no sharp cut-off; inactive = mostly below about 32%; note: some compounds called inactive have numbers as strong as hits
MEKK2 mut-MEK5 = MEK5 binding signal on mutant MEKK2 PB1, primary screen, biochemical, multiplex bead flow cytometry, Alexa488-MEK5 | Alexa488-MEK5 binding to MEKK2 mutant | percent response, % at 10 µM | hit rate 0.35% among 290,000 | AID 1530, 2009; in the data active = percent response above about 24%, passing the limit was not always enough; note: inactives centre near 1; some results filed as inactive read as strong as hits; reference of the scale not given here
MEKK3 PB1 HTS = modulators of MEKK3-MEK5 PB1 binding, primary screen, biochemical, wildtype MEKK3, multiplex bead flow cytometry, Alexa488-MEK5. Mitogen-activated protein kinase kinase kinase 3 (Homo sapiens), Q99759. bead-based flow cytometry, Alexa488-MEK5 binding to MEKK3; actives lie on both sides; 0 = blocked by unlabeled MEK5, 100 = vehicle. binding response (% of control), % at 10 µM. hit rate 1.4% among 290,000;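 active = binding response more than 3 SD above or below the average of its plate-row segment, actives on both sides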;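 note: Alexa488 bead fluorescence after subtracting the streptavidin-only scavenger bead signal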
Target sequence (Q99759 whole entry, looked up): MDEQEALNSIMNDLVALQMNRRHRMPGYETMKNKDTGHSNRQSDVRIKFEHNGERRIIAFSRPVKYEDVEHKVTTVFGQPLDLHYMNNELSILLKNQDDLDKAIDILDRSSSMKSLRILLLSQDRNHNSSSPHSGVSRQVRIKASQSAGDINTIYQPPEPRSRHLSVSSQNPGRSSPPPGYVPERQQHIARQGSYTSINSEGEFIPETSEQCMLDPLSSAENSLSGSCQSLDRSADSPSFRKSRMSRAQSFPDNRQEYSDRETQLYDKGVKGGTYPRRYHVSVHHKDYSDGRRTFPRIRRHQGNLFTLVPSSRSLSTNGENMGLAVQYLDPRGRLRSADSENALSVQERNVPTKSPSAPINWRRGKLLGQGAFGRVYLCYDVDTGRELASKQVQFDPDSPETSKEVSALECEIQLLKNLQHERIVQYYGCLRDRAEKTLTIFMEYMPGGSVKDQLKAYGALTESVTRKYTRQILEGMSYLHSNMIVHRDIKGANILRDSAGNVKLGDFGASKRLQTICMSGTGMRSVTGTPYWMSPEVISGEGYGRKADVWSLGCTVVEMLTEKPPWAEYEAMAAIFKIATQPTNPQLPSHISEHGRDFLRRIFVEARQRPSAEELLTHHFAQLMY
PfM18AAP inh = PfM18AAP inhibitors, malaria aminopeptidase, primary screen, biochemical, QFRET, recombinant enzyme; M18 aspartyl aminopeptidase (Plasmodium falciparum 3D7); H-Glu-NHMec fluorogenic cleavage; inhibition, % at 7.35 µM; hit rate 1.2% among 290,000; AID 1822, 2009;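 active = inhibition above the campaign mean inhibition over all tested compounds plus 3 SD, cut at about 28% in these data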;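 note: 0% = plate median of test compound wells and 100% = 2 mM ZnCl2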
DNA FID counter = compounds displacing fluorescent DNA intercalator, primary screen, artefact control for HCV NS3 helicase inhibitor project, biochemical, FID fluorescence; AID 1845, 2009; inhibition, % at 7.9 µM; DNA fluorescent intercalator displacement; hit rate 0.17% among 290,000; in the data active = inhibition above about 37%;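 note: 0% = vehicle and 100% = reference compound; higher means more ethidium bromide displaced from hairpin DNA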
MEKK2wt PB1 HTS = modulators of MEK5 binding to wildtype MEKK2, primary screen, biochemical, multiplex bead flow cytometry, Alexa488-MEK5 | Alexa488-MEK5 binding to MEKK2 WT; actives lie on both sides | hit rate 1.1% among 290,000 | binding response (% of control), % at 10 µM | AID 1531, 2009; in the data active = binding response below about 67% or above about 130%
* marks the source's active call; other numbers are inactive results; i = inactive; · = no result given; & = joins results of further samples.

canonical_smiles | NALP1 inh | DNA FID counter | GPR7 antag | PfM18AAP inh | MEKK2 mut-MEK5 | MEKK2wt PB1 HTS | OXTR ag | PHOSPHO1 block | MEKK3 PB1 HTS
O=C(NCc1ccc2c(c1)OCO2)c1cc(=O)[nH]c2ccccc12 | · | -5 | -8 | -11 | 2 | 109 | 0.7 | 30 | 106
CCc1ccc(NC(=O)CCC(=O)N2CCSc3ccccc32)cc1 | 18 | -36 | -5 | 3 | -1 | 96 | -2.6 | 23 | 98
CN(Cc1ccc(Cl)cc1Cl)C(=O)CNC(=O)c1ccco1 | -3 | -14 | -14 | 7 | 9 | 102 | -0.1 | -12 | 102
CCC1Oc2ccc(C)cc2N(CC(=O)NCc2ccccc2OC)C1=O (stereo unspecified) | 19 | -7 | 0 | 5 | 7 | 104 | -2.1 | 28 | 105
c1ccc(Nc2nc3ccccc3n3nnnc23)cc1 | 5 | -1 | 0 | -1 | -3 | 94 | -2.6 | 8 | 99
CCCN(CCC)C(=S)Nc1cc(C(=O)OC)ccc1C(=O)OC | 38 | 4 | -8 | -2 | -2 | 99 | -2.3 | 7 | 99
Cn1c(Sc2nc3ccccc3n2C)nc2ccccc21 | -25 | -10 | 1 | 5 | -1 | 104 | 0.2 | 17 | 102
O=C(N/N=C/c1ccncc1)c1ccc2c(c1)OCO2 | -4 | 10 | -2 | 3 | -16 | 79 | -0.1 | 16 | 88
COc1ccccc1-c1c(C)nn2c(N3CCN(c4ccccc4OC)CC3)cc(C)nc12 | -19 | 1 | -11 | -6 | -1 | 106 | 1.0 | 15 | 113
CC(=O)Nc1ccc(NC(=O)Cn2c(-c3ccc(F)cc3)cnc2SCC(=O)Nc2c(C)cccc2C)cc1 | 6 | 2 | -14 | 2 | -3 | 92 | -2.3 | -22 | 94
Cn1cc(/C=C/C(=O)N2CCCC(C(=O)c3ccc(C(F)(F)F)cc3)C2)cn1 (stereo unspecified) | 0 | -21 | -11 | 0 | 3 | 105 | -0.4 | 7 | 106
Cc1ccc(NC(=O)COC(=O)c2csc3c2CCC(C)C3)cc1S(=O)(=O)N1CCCCC1 (stereo unspecified) | 42 | -7 | -7 | -9 | -1 | 99 | -1.3 | -16 | 101
CC(=O)N1c2ccccc2C(C)=CC1(C)C | · | 1 | -11 | 0 | -9 | 101 | 0.6 | 44 | 114
CC1CCCC(C)N1C(=O)Cn1nnc(-c2ccccc2)n1 (stereo unspecified) | 6 | -14 | -2 | -6 | 7 | 105 | 0.2 | 44 | 106
CCn1c(SCc2ccc(C#N)cc2)nnc1-c1cccc(Cl)c1 | -2 | -26 | 5 | 3 | · | · | -1.8 | 36 | ·
COC(=O)CSc1nnc(CNc2ccc(Cl)cc2)n1-c1ccccc1 | -1 | -28 | 4 | 2 | -1 | 95 | 3.5 | 58 | 100
CCn1c2ccccc2c2nnc(SCC(=O)NC3CCS(=O)(=O)C3)nc21 (stereo unspecified) | 21 | -4 | -7 | -4 | -1 | 95 | -0.4 | -30 | 89
CCn1c(-c2nn(-c3ccccc3)ccc2=O)n[nH]c1=S | 6 | 3 | -10 | 4 | -6 | 92 | 0.6 | -1 | 84
COc1cc(NS(=O)(=O)c2cc(C(=O)N3CCN(C(C)=O)CC3)ccc2OC)cc(OC)c1 | 1 | -9 | 0 | -7 | -1 | 96 | 0.6 | 6 | 99
Cc1cccc(-c2nnc(N)s2)c1 | -3 | 2 | 0 | 2 | -4 | 93 | 6.0 | -7 | 91
COc1ccccc1NC(=O)c1ccc(S(=O)(=O)N(C)C)cc1 | · | 0 | 8 | 2 | 3 | 105 | 3.1 | 1 | 103
CCC(C)(C)NC(=O)CN(C(=O)CCC(=O)Nc1nccs1)c1ccc2c(c1)OCO2 | 6 | -39 | 0 | 1 | 3 | 103 | -0.1 | 28 | 99
CC(=O)NCCN=C(C)c1sc2ccccc2c1O | 31 | 7 | -12 | 8 | -6 | 98 | -0.8 | 6 | 96
COc1ccc(C(=O)/C(C#N)=N/Nc2ccccc2[N+](=O)[O-])cc1 | 27 | 9 | 11 | -11 | -2 | 101 | 9.9 | -5 | 101
COc1ccc(-n2nc3c(c2NC(=O)COc2cccc(OC)c2)CS(=O)(=O)C3)cc1 | -1 | -27 | -22 | 21 | 5 | 101 | -0.6 | 48 | 98
Cc1cccc(-c2noc(C3CCCCC3)n2)c1 | 3 | 3 | -11 | -1 | -2 | 93 | 0.4 | 2 | 93
CC1CCCN(CCCNC(=O)c2cc3c(s2)-c2ccccc2OC3)C1 (stereo unspecified) | 32 | 29 | 4 | 4 | 9 | 132 | 4.1 | 26 | 103
COc1ccc(C)cc1NC(=O)CCN1CCN(c2ccccc2)CC1 | 15 | -11 | 9 | -4 | 2 | 105 | -1.7 | 14 | 101
Cc1csc2nc(CNC(=O)C3CCCCC3)cn12 | · | -1 | -8 | -1 | 11 | 118 | 1.2 | 20 | 109
c1csc(C2CCCN2c2nc3nonc3nc2NC2CC2)n1 (stereo unspecified) | -4 | -3 | -12 | -17 | -10 | 91 | 1.5 | 32 | 99
COc1ccc(OC)c(NC(=O)c2ccc(N3C(=O)C4CC=C(C)CC4C3=O)cc2)c1 (stereo unspecified) | 19 | -27 | -7 | -5 | 0 | 101 | 0.9 | -21 | 100
O=C(OCCN1CCOCC1)c1ccc(OCCN2CCOCC2)cc1 | -3 | 3 | -16 | -4 | 1 | 104 | -0.7 | -12 | 103
Cc1ccc(-c2cc(C(=O)N/N=C\c3cnn(C)c3C)c3ccccc3n2)cc1C | 7 | -5 | -6 | 6 | 2 | 101 | -0.1 | 3 | 101
O=C(NCCCNCc1ccccc1)c1ccccn1 | -6 | 0 | -11 | -11 | 0 | 97 | 1.0 | -3 | 99
CC(=O)n1cc([C@H]2C=C(C(=O)Nc3ccccc3)O[C@@H](OCCCCO)C2)c2ccccc21 | 5 | -25 | 9 | -2 | 3 | 84 | 3.6 | 18 | 89
O=C(COc1ccc2ccccc2c1Br)NC(=S)Nc1cccc(CO)c1 | 34 | -11 | 1 | -4 | 1 | 99 | 0.3 | 11 | 101
CC1CCN(CCCCOc2ccc([N+](=O)[O-])cc2)CC1 | 5 | 13 | -8 | 2 | · | · | 2.3 | 23 | ·
O=[N+]([O-])c1ccc(N2CCN(c3cccc(Cl)c3)CC2)cn1 | 18 | -17 | 21* | 7 | -7 | 91 | 1.3 | -28 | 101
O=C(CSc1ccc2nnc(-c3cccs3)n2n1)N1CCCC1 | 8 | -6 | -2 | 2 | -2 | 110 | -0.6 | 32 | 111
S=C(NCCc1ccccc1)NCCN1CCOCC1 | 9 | -1 | 4 | -15 | 3 | 107 | 1.2 | 19 | 109
Cc1cc(/C=C(\C#N)C(=O)O)c(C)n1CC1CCCO1 (stereo unspecified) | -1 | -6 | -15 | 7 | -5 | 102 | 1.8 | 32 | 108
NC(=O)c1cccn1Cc1ccccc1Cl | 20 | 3 | 8 | 1 | 7 | 114 | 1.4 | 13 | 108
COc1ccccc1NS(=O)(=O)c1c(C(=O)N2CCCC2)c(C)n(C)c1C | 15 | -18 | -1 | 1 | -2 | 103 | -0.3 | 38 | 104
C/C(CCc1ccccc1)=N\NC(=O)CC(=O)NCCc1ccccc1 | 16 | -5 | 9 | -1 | -1 | 102 | -0.9 | -6 | 104
Cc1cc2c(sc3c(C)ccc(C)c32)c(C)n1 | 17 | -5 | 2 | 7 | 3 | 98 | -2.2 | 47 | 105
CC(C)c1ccc(NC(=O)C(c2ccccc2)N2CCN(C(=O)c3ccco3)CC2)cc1 (stereo unspecified) | 12 | -39 | 0 | 2 | 0 | 95 | -0.4 | 10 | 99
O=C(NCc1cn(-c2ccccc2)nc1-c1ccccc1)c1cccc([N+](=O)[O-])c1 | 29 | 0 | -9 | -3 | 8 | 114 | -0.9 | 16 | 101
O=[N+]([O-])c1cc(S(=O)(=O)NCCN2CCOCC2)ccc1Sc1nnnn1-c1ccccc1 | 15 | 9 | 0 | -3 | 2 | 102 | 2.4 | 18 | 102
CCOC(=O)c1c(C)nc(SCC(N)=O)c(C#N)c1-c1ccccc1 | 33 | -21 | 18 | -4 | -4 | 94 | -0.6 | -18 | 94
O=C(Cn1ccccc1=O)c1ccc(Cl)cc1 | 14 | -6 | -16 | -5 | -1 | 99 | 0.0 | 39 | 114

The results go on.
canonical_smiles | NALP1 inh | DNA FID counter | GPR7 antag | PfM18AAP inh | MEKK2 mut-MEK5 | MEKK2wt PB1 HTS | OXTR ag | PHOSPHO1 block | MEKK3 PB1 HTS
O=C(c1ccco1)N1CCN(Cc2cn[nH]c2-c2cccc3ccccc23)CC1 | i | -21 | -11 | 7 | -16 | 90 | 1.2 | 32 | 88
c1coc(CNc2nc3nonc3nc2NCc2ccco2)c1 | 18 | -4 | -9 | 10 | -1 | 94 | 11 | 25 | 95
COCCCNC(=O)CSc1nc2sc(C(=O)OC)c(C)c2c(=O)n1N | -7 | -2 | -21 | -11 | -2 | 102 | 0.7 | 0 | 100
CCN1CCN(CC(=O)Nc2nc3ccc(C)cc3s2)CC1 | 24 | 11 | 2 | -15 | 0 | 111 | 0.3 | 27 | 107
Nc1nc(NCCOCCO)nc(Nc2cccc(F)c2)c1[N+](=O)[O-] | -8 | -7 | -19 | -4 | 3 | 100 | · | 31 | 103
CCCn1c(CN2CCN(c3cccc(Cl)c3)CC2)nc2c1c(=O)n(C)c(=O)n2C | 20 | -25 | -3 | -1 | 11 | 110 | 6.6 | -11 | 108
CCc1cc2c(=O)c(-c3cnn(-c4ccccc4)c3)c(C)oc2cc1OCC(=O)Nc1cccc(C)c1 | · | 6 | 8 | -12 | -3 | 93 | -0.2 | -15 | 98
COc1ccc(Cl)cc1C(=O)Nc1nc2ccc(S(C)(=O)=O)cc2s1 | 13 | 0 | 0 | -6 | -8 | 86 | 0.9 | -28 | 84
CCCNC(=O)c1ccccc1NC(=O)c1ccccc1N(C)S(=O)(=O)c1ccccc1 | 27 | -14 | -9 | -1 | 10 | 105 | -1.3 | 11 | 99
COc1ccccc1Nc1nc(N2CCOCC2)nc(N2CCOCC2)n1 | 24 | -37 | -23 | 1 | 1&-5 | 101&97 | -1.4&-1.7 | 33 | 103&99
O=C(CSc1nc2ccccc2c(=O)[nH]1)N1CCN(c2ccccc2)CC1 | -2 | -42 | 5 | 4 | 7 | 103 | -1.2 | 22 | 102

Gathered by group: the entries above containing fluorine.
canonical_smiles | NALP1 inh | DNA FID counter | GPR7 antag | PfM18AAP inh | MEKK2 mut-MEK5 | MEKK2wt PB1 HTS | OXTR ag | PHOSPHO1 block | MEKK3 PB1 HTS
CC(=O)Nc1ccc(NC(=O)Cn2c(-c3ccc(F)cc3)cnc2SCC(=O)Nc2c(C)cccc2C)cc1 | 6 | 2 | -14 | 2 | -3 | 92 | -2.3 | -22 | 94
Cn1cc(/C=C/C(=O)N2CCCC(C(=O)c3ccc(C(F)(F)F)cc3)C2)cn1 (stereo unspecified) | 0 | -21 | -11 | 0 | 3 | 105 | -0.4 | 7 | 106
Nc1nc(NCCOCCO)nc(Nc2cccc(F)c2)c1[N+](=O)[O-] | -8 | -7 | -19 | -4 | 3 | 100 | · | 31 | 103
